Source: PubChem BioAssay
ABHD4 inh: ABHD4 inhibitors, primary screen, biochemical, fluorescence polarization, mouse. (Lyso)-N-acylphosphatidylethanolamine lipase (Mus musculus), Q8VD66. purified mABHD4, FP-Rh probe fluorescence polarization. inhibition, % at 8.92 µM. hit rate 0.54% among 370,000. AID 720543, 2013;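 active = inhibition exceeding the mean over every tested compound plus 3 SD, cut at about 30% in these data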;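 also: 0% = plate median of compound wells and 100% = S159A mutant with DMSO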
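Test system: mouse ABHD4 enzyme, wild type. Reagent: FP-Rh fluorescent activity-based probe, added after compound pre-incubation. Timing: pre-incubation 45 min, probe exposure 60 min, at 25 °C. Technique: FP readout, ex 525 nm / em 598 nm. Benchmarks: high control S159A mutant with DMSO, low control median of compound wells.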
PRMT1 FP inh: PRMT1 methyltransferase inhibitors, primary screen, biochemical, fluorescence polarization | Protein arginine N-methyltransferase 1 (Homo sapiens), Q99873 | recombinant PRMT1, activity-based probe fluorescence polarization | inhibition, % at 2.79 µM | hit rate 1.3% among 370,000;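 active = inhibition above about 21% made by adding two undisclosed values, limit read from the data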
Target sequence (Q99873 whole entry, looked up): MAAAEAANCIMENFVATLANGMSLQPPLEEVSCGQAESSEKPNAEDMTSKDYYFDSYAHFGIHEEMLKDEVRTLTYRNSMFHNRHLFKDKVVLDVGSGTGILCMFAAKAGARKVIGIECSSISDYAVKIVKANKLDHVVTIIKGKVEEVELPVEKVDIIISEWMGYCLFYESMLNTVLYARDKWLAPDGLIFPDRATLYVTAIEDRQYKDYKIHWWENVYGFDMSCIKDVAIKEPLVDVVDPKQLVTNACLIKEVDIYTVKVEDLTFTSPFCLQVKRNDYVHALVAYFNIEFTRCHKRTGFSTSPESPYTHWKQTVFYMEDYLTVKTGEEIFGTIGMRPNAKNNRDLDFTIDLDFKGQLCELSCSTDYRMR
LEDGF integ inh: blockers of LEDGF/p75-dependent integrase strand transfer – biochemical, TR-FRET, high throughput, primary screen. TR-FRET IN-LEDGF/p75 DNA integration, Eu/Cy5. inhibition, % at 3.7 µM. HIV-1 integrase (with human LEDGF/p75). hit rate 0.64% among 370,000;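 active = inhibition above the screen-wide mean plus 3 SD, cut at about 13% in these data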;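 also: signal is the Cy5 over europium emission ratio at 671 and 618 nm; 0% = plate median of compound wells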
PG9 binder: binders of HIV-1 gp120 antibody PG9, primary screen, biochemical, TR-FRET. HIV-1 gp120 / PG9 antibody interaction. TR-FRET gp120-PG9 antibody binding. inhibition, % at 6.7 µM. hit rate 0.43% among 360,000; in the data active = inhibition above about 8.5%
rCAG binder: binders of r(CAG) RNA repeats, primary screen, biochemical, fluorescence; r(CAG) RNA repeat, TO-PRO-1 dye displacement fluorescence; inhibition, % at 3 µM; hit rate 1.3% among 370,000;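 active = inhibition above the plate cutoff, the mean of all test compounds on that plate plus 3 SD, cut at about 35% in these data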;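 also: 0% = DMSO alone and 100% = 100 µM mitoxantrone as full dye displacement; higher means more dye released from RNA so lower well fluorescence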
Rev-erbA mod: modulators of Rev-erb alpha DNA binding, primary screen, biochemical, FITC-DNA, fluorescence polarization, uHTS. Nuclear receptor subfamily 1 group D member 1 (Homo sapiens), P20393. Rev-erbα–FITC-DNA binding, 90 min. activity, % at 10 µM. hit rate 0.79% among 370,000. AID 1259318, 2017;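 active = activity above about 14%, limit read from the data; passing the limit was not always enough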;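 also: 0% = DMSO wells with 35 nM protein and 100% = DMSO wells with 750 nM protein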
SIAE primary: human SIAE inhibitors, primary screen, biochemical, fluorescence polarization, FP-Rh probe, 1536-well HTS; SIAE FP-Rh probe binding; inhibition, % at 9.66 µM; AID 1053197, 2014; Sialate O-acetylesterase (Homo sapiens), Q9HAT2; hit rate 0.69% among 370,000;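 active = inhibition above a cutoff: mean of compounds within the control limits plus 3 SD of those, cut at about 17% in these data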;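 also: 0% = plate median of compound wells and 100% = probe without SIAE protein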
Target sequence (Q9HAT2 whole entry, looked up): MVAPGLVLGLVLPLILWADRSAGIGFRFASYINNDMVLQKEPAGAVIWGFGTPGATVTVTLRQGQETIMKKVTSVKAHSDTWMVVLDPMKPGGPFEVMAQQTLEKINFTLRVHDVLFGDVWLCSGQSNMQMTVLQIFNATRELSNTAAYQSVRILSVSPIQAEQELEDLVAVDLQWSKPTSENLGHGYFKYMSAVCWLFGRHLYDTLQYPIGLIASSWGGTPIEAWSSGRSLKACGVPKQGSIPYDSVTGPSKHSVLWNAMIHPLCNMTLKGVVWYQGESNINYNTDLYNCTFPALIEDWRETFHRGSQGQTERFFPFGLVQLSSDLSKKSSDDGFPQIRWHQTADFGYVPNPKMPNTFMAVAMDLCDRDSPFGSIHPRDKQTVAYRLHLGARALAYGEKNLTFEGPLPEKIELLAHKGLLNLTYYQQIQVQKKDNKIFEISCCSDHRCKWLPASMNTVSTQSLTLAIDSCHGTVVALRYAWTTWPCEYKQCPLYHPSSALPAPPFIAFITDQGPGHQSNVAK
TDP2 absorb: human TDP2 enzyme inhibitors, primary screen, biochemical, epi absorbance, recombinant enzyme | hit rate 0.34% among 370,000 | T5PNP hydrolysis, p-nitrophenol absorbance 415 nm | Tyrosyl-DNA phosphodiesterase 2 (Homo sapiens), O95551 | inhibition, % at 12.8 µM;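 active = inhibition above the mean of all tested compounds plus 3 SD, set per campaign, cut at about 25% in these data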;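 also: 0% = DMSO with enzyme and 100% = buffer with substrate but no TDP2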
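Test system: Human TDP2 enzyme | Reagent: 5 mM T5PNP | Compound dosing: 12.8 µM single point, 1% DMSO | Incubation: Enzyme reaction with compound for 2 h at 37 °C | Technique: p-Nitrophenol epi absorbance | Read-out: % inhibition relative to enzyme-containing and enzyme-free wells | Benchmarks: High control without enzyme, low control DMSO plus TDP2 | Replicates: Singlicate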
TCR CD3 inh: inhibitors of human TCR-CD3 interaction, primary screen, biochemical, fluorescence, TAMRA-labeled TCR probe | hit rate 0.37% among 360,000 | inhibition, % at 9.4 µM; in the data active = inhibition above about 19%;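 also: recombinant mutant TCR 2C K166C tagged with TAMRA read by polarization; 0% = receptor in buffer alone and 100% = receptor with positive control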
HTRA1 inh: HTRA1 serine protease inhibitors, primary screen, biochemical, fluorescence polarization, HTS; Q92743; recombinant HTRA1, FP-rhodamine activity-based probe; inhibition, % at 5.96 µM; hit rate 0.5% among 340,000; AID 504803, 2011; in the data active = inhibition above about 36%;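 also: 0% = enzyme with DMSO and 100% = wells lacking enzyme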
* = called active by the depositor; . = not tested or not shown.

SMILES | ABHD4 inh | PRMT1 FP inh | LEDGF integ inh | PG9 binder | rCAG binder | Rev-erbA mod | SIAE primary | TDP2 absorb | TCR CD3 inh | HTRA1 inh
CCCCc1c(-c2ccc(OC)cc2)ncn1CCc1ccccc1OC | 4 | 0 | 6 | 0.2 | 0 | 3 | 0 | -3 | 2 | .
CC(=O)Nc1ccc(S(=O)(=O)NCCC(=O)OCc2ccccc2F)cc1 | 5 | 2 | 0 | -2.0 | 0 | -6 | -4 | 5 | 4 | 3
O=C(Nc1ccccc1C(=O)O)/C(=C/c1ccc([N+](=O)[O-])cc1)NC(=O)c1ccc(Br)o1 | 2 | 0 | -2 | 1.0 | 14 | -3 | -2 | -4 | 9 | 3
CC(C)N1CCN(S(=O)(=O)c2ccccc2)CC1 | 3 | -5 | 3 | -3.7 | -1 | -1 | 5 | -11 | -1 | -1
O=C(NNC(=O)c1cccc(C(F)(F)F)c1)c1ccncc1 | -6 | -4 | 4 | -1.0 | 2 | 0 | -4 | -18 | -2 | 3
CC(=O)c1cccc(OCC(=O)NC2CCCCCC2)c1 | -3 | 5 | -4 | 1.1 | -8 | 8 | 0 | -13 | 1 | 3
NS(=O)(=O)c1cc(C(=O)OCC(=O)Nc2ccc(N3CCCCC3)cc2)ccc1Cl | -5 | -2 | 6 | -2.6 | 10 | 4 | 1 | -9 | -1 | 9
COC(=O)c1cc(-c2ccc(C(C)(C)C)cc2)c(=O)n2c1CCC2 | 5 | -5 | 3 | . | -1 | -6 | -2 | -6 | . | .
CCOCCCNCc1ccc(Cl)cc1 | 9 | -1 | 0 | -1.3 | -1 | -3 | 4 | 9 | 1 | 0
Cc1nn(CC(=O)OCC(=O)NC(C)c2ccccc2)c(C)c1[N+](=O)[O-] (configuration not stated) | 1 | -2 | -1 | 0.8 | 1 | 3 | 0 | -1 | 6 | 4
C[C@H]1CN(C2CCCCC2)C(=O)[C@@H]1CC(=O)Nc1ccccc1 | -1 | -2 | -2 | 0.7 | 0 | 2 | 11 | 10 | 4 | 4
CN(C(=O)Nc1ccc(S(=O)(=O)N(C)C)cc1)C1CCCCC1 | 1 | -3 | 0 | -2.3 | -3 | -4 | -3 | -2 | 4 | 6
Cc1ccc(CS(=O)(=O)Cc2ccc(C(=O)NCc3cccs3)o2)cc1 | 5 | 2 | -2 | 0.9 | -6 | -4 | 2 | -3 | -4 | 5
CCC(CO)Oc1cc(NCc2ccccc2C(F)(F)F)c2ncn(C(C)C)c2c1 (configuration not stated) | 15 | 4 | 3 | 0.7 | -6 | -4 | 11 | 5 | 2 | 8
CCCCn1c(N)c(N(CC)C(=O)CSCC(=O)Nc2ccc(OC)cc2)c(=O)[nH]c1=O | -9 | 5 | -5 | -0.1 | -3 | 11 | 0 | -16 | 4 | 3
CC1OC(Oc2ccc3ccc(=O)oc3c2-c2c(O)ccc3cc(Oc4ccc5ccc(=O)oc5c4)c(=O)oc23)C(O)C(O)C1O (configuration not stated) | 7 | 2 | -4 | -2.8 | 38* | -5 | -11 | -4 | 6 | -4
O=C(CCC(=O)Nc1ccccc1)NNS(=O)(=O)c1ccccc1[N+](=O)[O-] | -2 | 2 | 2 | -1.6 | 3 | -7 | 0 | 11 | 9 | -6
CCc1nnc(NC(=O)C2Cc3ccccc3CN2S(=O)(=O)c2ccc(C)cc2)s1 (configuration not stated) | -4 | -2 | 0 | -2.5 | 2 | 5 | -5 | -11 | 1 | -18
Cc1cc(C)c(S(=O)(=O)N2CCOC2CNC(=O)C(=O)NCCCN2CCCC2=O)c(C)c1 (configuration not stated) | 7 | 0 | 2 | -0.7 | -2 | 4 | 3 | -4 | 6 | 5
COc1ccc(S(=O)(=O)N2CCC(C(=O)NCc3ccco3)CC2)cc1C | -11 | 2 | 3 | 0.7 | 1 | 4 | 6 | -5 | -5 | 6

Reformatted with values under each structure: part of the list above
Value order: ABHD4 inh	PRMT1 FP inh	LEDGF integ inh	PG9 binder	rCAG binder	Rev-erbA mod	SIAE primary	TDP2 absorb	TCR CD3 inh	HTRA1 inh
CCC(CO)Oc1cc(NCc2ccccc2C(F)(F)F)c2ncn(C(C)C)c2c1 (configuration not stated)
  15	4	3	0.7	-6	-4	11	5	2	8
CCCCn1c(N)c(N(CC)C(=O)CSCC(=O)Nc2ccc(OC)cc2)c(=O)[nH]c1=O
  -9	5	-5	-0.1	-3	11	0	-16	4	3

Other records
SMILES | ABHD4 inh | PRMT1 FP inh | LEDGF integ inh | PG9 binder | rCAG binder | Rev-erbA mod | SIAE primary | TDP2 absorb | TCR CD3 inh | HTRA1 inh
COc1ccc(OC)c(-c2cc(C(=O)N3CCc4ccccc4C3)no2)c1 | -13 | -1 | 0 | -2.5 | 4 | -3 | -12 | 6 | 1 | -51
CC[C@]1(C(=O)OC)[C@H]2C(=O)N(C)C(=O)[C@H]2[C@H]2CN=C(SCc3ccc(C#N)cc3)N21 | 2 | 0 | 4 | 1.3 | -1 | 1 | 4 | 1 | 5 | 1
Cc1cc(C)nc(N2CCC(C(=O)N3CCN(c4cc(Cl)ccc4C)CC3)CC2)n1 | -1 | -2 | 1 | -4.3 | -3 | 6 | 1 | -13 | 4 | -29
CC(C)CC1=NN(C(=O)c2cccnc2)C(O)(C(F)(F)F)C1 (configuration not stated) | -10 | 1 | 3 | 1.4 | 1 | -11 | -8 | 8 | -12 | 1
COc1cc(/C=N/n2c(C3CCCCC3)n[nH]c2=S)cc(Br)c1O | -3 | -1 | -3 | -0.2 | 7 | 2 | 9 | 10 | 2 | 13
CCOc1nc(-c2ccccc2Cl)nc2ccccc12 | 1 | 3 | -3 | -1.8 | -5 | -2 | -2 | 2 | -3 | .
CC(O)(c1cccc(F)c1)c1nc(-c2ccc(S(C)(=O)=O)cc2)cs1 (configuration not stated) | -8 | -1 | -1 | -0.2 | 4 | -1 | -1 | 1 | 1 | .
CCCCCc1nc(N)c(C#N)c(-c2ccco2)c1CCCC | -2 | -2 | 0 | -0.2 | 1 | -2 | -6 | 0 | 4 | -3
Cc1[nH]n(-c2ccccc2)c(=O)c1/C=N/N1C(=O)c2ccc3c4c(ccc(c24)C1=O)CC3 | 1 | 6 | 2 | -3.2 | 13 | -7 | 5 | 28* | -6 | 8
O=C(CSc1ccccc1C(=O)O)NCc1ccccc1 | 3 | 3 | 3 | -1.4 | 0 | 0 | -3 | -4 | -9 | 2
CN(C(=O)CNc1ccccc1Cl)C1CCS(=O)(=O)C1 (configuration not stated) | 3 | -1 | 0 | 0.7 | 3 | -4 | 2 | 4 | -2 | -5
Cc1ccc(NC(=S)N(CCN(C)C)Cc2cc3cc(C)ccc3[nH]c2=O)cc1 | -3 | -4 | -2 | 1.3 | -5 | 1 | 1 | 2 | 8 | -3
COc1cc(NC(=O)c2cc(=O)[nH]c3ccc(S(=O)(=O)N4CCOCC4)cc23)cc(OC)c1 | -1 | -3 | 2 | -0.2 | 19 | -3 | 3 | 6 | 4 | -2
CN(CC(=O)Nc1ccccc1Cl)C(=O)c1ccc(N2C(=O)CCC2=O)cc1 | -5 | -1 | -2 | 2.7 | 1 | 3 | 0 | -2 | 2 | 0
COc1cccc(CN2CC(C(=O)NCCn3cccn3)CCC2=O)c1 (configuration not stated) | 0 | -3 | 4 | 0.4 | -2 | 0 | 5 | -2 | 10 | 8
O=C(COC(=O)c1ccccc1C(=O)c1ccc(Cl)c([N+](=O)[O-])c1)NC1CCCCCC1 | 2 | -1 | -1 | -0.1 | 2 | -3 | -7 | 15 | -4 | -11
COCC(C)NC(C(=O)Nc1cccc(C(C)=O)c1)c1ccccc1 (configuration not stated) | -3 | -2 | 3 | 0.3 | -3 | 2 | -5 | 6 | -6 | 2
COc1ccc(CCN(C)C(=O)Cc2ccc(-c3ccccc3)cc2)cc1OC | -3 | -1 | 1 | 0.8 | -2 | -9 | 2 | 5 | 2 | -19
Nn1cnc2sc3c(c2c1=O)CCC3 | -3 | 1 | 1 | 0.3 | 1 | 4 | 1 | 5 | -1 | 3
O=C(NC1CCCCC1)C(c1ccncc1)N(CC1CCCO1)C(=O)C(F)(F)F (configuration not stated) | -7 | 4 | -1 | 0.2 | -3 | -4 | 0 | -4 | -2 | 7
COc1ccc(CCC(=O)NCCOc2ccccc2Cl)cc1 | 2 | 1 | 0 | -2.1 | -4 | 0 | -3 | -5 | -4 | -2
Cc1ccc(C)c(N2CCN(C(=O)Nc3ccc4c(c3)N(C)C(=O)CS4)CC2)c1 | -6 | -2 | 5 | 0.3 | 0 | 1 | 1 | -2 | 11 | -9
CC(NC(=O)C(CC(=O)OC(C)(C)C)NC(=O)OC(C)(C)C)C(N)=O (configuration not stated) | -2 | 4 | 6 | 1.8 | -1 | -1 | -12 | -11 | -3 | 1
CCOc1ccc(-c2cc(CCCC(=O)NCCC(C)C)no2)cc1 | -4 | 2 | 0 | -0.4 | -3 | 4 | 1 | -7 | 6 | -9
CC(C)(C)C(C(=O)n1cccc1C#N)c1ccccc1 (configuration not stated) | -5 | 0 | -2 | 0.9 | -7 | 4 | 7 | 0 | 3 | -33
CCc1cc2cccc(C)c2nc1SCC(=O)N1CCN(C(=O)c2ccco2)CC1 | 1 | -1 | 3 | 2.7 | 5 | 8 | 0 | 1 | 4 | -22
COc1ccc(N=CC2=C(O)CCCC2=O)cc1 | 5 | -2 | -1 | 0.0 | 1 | -1 | -3 | 8 | 7 | -2
Cc1nn(CC(=O)OCC(=O)c2ccc(OC(F)F)cc2)c(C)c1[N+](=O)[O-] | 2 | 3 | -1 | 1.4 | 1 | 4 | -4 | -2 | -6 | 3
CCC1(CC)C(=O)NC(=S)N=C1N | -9 | 3 | -3 | 0.6 | 4 | -4 | -9 | -3 | 2 | 0
O=C(Nc1cccnc1)c1cc(-c2ccc3c(c2)OCO3)on1 | -8 | -1 | 4 | 12* | 2 | 3 | -75 | -17 | 3 | -4
Cc1cccc(C)c1OC(=O)CSc1nnc(-c2ccccc2)o1 | 3 | 1 | -1 | 3.8 | -5 | -3 | 1 | 9 | -6 | 7
Cc1ccc(Cn2nc3c(cc2=O)CCc2ccccc2-3)cc1 | -2 | -3 | 4 | -0.3 | -8 | -4 | -4 | -16 | -4 | -55
COc1ccc(CN2C(=O)[C@@H]3C(c4ccc(F)cc4)=NO[C@@H]3C2=O)cc1 | 9 | -2 | -1 | -1.6 | -2 | -1 | 5 | 4 | 1 | -3
Cc1ccccc1Nc1nc(N)nc(COC(=O)C(NC(=O)c2ccco2)C(C)C)n1 (configuration not stated) | -11 | 7 | 3 | 1.1 | -3 | 3 | 0 | -13 | -10 | 1

A portion of the library; rates above refer to the full screens.
